# Compound activity deposited in PubChem BioAssay by Sanford-Burnham Center for Chemical Genomics.
# NLRP3 yeast inh: inhibitors of NALP3 inflammasome in yeast; Yeast reconstituted NLRP3/ASC/caspase-1, beta-gal luminescence, 24 h; inhibition, % at 10 µM; 0.39% of 330,000 active; AID 2825;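 active means inhibition of 50% or more; inactive means inhibition below 50%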;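 further: plate controls were induced DMSO wells for no effect and uninduced yeast grown without galactose for full effect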
# mIAP inh: mouse IAP inhibition. purified mouse IAP, CDP-Star luminescence, 30 min. AID 2806. inhibition, % at 10 µM. 0.2% of 330,000 active;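 active means inhibition of at least 40% at 10 µM in the primary screen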;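 further: plate controls were DMSO with enzyme for no effect and no enzyme wells for full effect; values of inactives mirror those of a sister screen read the other way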
# APOBEC3A inh: human APOBEC3A DNA deaminase inhibition; P31941; inhibition, % at 20 µM; recombinant A3A, FAM/TAMRA ssDNA deamination fluorescence; AID 493011; 0.41% of 330,000 active;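 active means at least 40% inhibition at 20 µM here, with at most 30% in a related deaminase screen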;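 further: plate controls were A3A with DMSO for no effect and wells lacking A3A enzyme for full effect; some results filed as inactive read as strong as hits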
# hIAP inh: human IAP inhibition. AID 2544. 0.12% of 330,000 active. P09923. inhibition, % at 10 µM. purified IAP, CDP-Star luminescence, 30 min;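 active means inhibition reaching a set limit with compound at 10 µM in the primary screen, cut at about 35% in these data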;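 further: plate controls were DMSO wells with enzyme for no effect and no-enzyme buffer wells for full effect; values of inactives mirror those of a sister screen read the other way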
# Target sequence (P09923 whole entry, looked up): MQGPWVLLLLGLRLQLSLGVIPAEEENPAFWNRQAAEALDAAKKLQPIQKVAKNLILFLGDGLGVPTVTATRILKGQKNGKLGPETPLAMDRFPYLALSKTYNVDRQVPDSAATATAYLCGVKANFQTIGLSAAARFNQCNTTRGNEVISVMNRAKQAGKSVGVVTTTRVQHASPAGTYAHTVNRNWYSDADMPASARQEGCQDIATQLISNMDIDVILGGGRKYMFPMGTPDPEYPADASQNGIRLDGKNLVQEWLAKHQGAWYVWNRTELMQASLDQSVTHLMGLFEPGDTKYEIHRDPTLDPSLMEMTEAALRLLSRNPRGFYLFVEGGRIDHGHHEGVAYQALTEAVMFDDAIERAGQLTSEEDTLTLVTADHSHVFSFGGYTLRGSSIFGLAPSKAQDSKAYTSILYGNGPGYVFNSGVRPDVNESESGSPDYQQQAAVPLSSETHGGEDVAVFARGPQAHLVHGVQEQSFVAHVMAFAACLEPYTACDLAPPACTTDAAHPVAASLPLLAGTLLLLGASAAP
# SENP1 inh: blocks the human SENP1 SUMO protease catalytic domain; Q9P0U3; recombinant SENP1 catalytic domain, CyPet-SUMO1-YPet FRET cleavage; inhibition, % at 10 µM; 0.21% of 360,000 active;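 active means inhibition at least 30% at 10 µM, raw YFP signal under a set limit, fluorescence ratio 0.5 to 1.5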;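 further: 0% = enzyme with DMSO and 100% = no enzyme wells; some results filed as inactive read as strong as hits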
#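 Controls: no-enzyme wells low, DMSO-plus-enzyme wells high control. Test system: human recombinant His6-tagged SENP1 catalytic domain enzyme. Reagent: SFCypet-SUMO1-SFYpet FRET protein substrate, 25 nM final. Doses: one dose per compound, 10 µM, 0.5% DMSO. Detection: FRET, CFP and YFP emission. Timing: 50 min reaction at room temperature.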
# beta cell repl: inducers of beta-cell replication in MIN6 cells; 0.29% of 330,000 active; proliferation, % at 10 µM; MIN6 cells proliferation, ATPlite luminescence, 48 h; cells starved in 0.2% serum; 100% = growth in 10% serum;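 active means compounds whose signal lies at least 3.5 SD above the mean of all wells on their plate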;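 further: 0% = DMSO-treated cells in low-serum medium and 100% = 10% serum control; some compounds called inactive have numbers as strong as hits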
# mIAP act: increases mouse intestinal alkaline phosphatase activity. 0.24% of 330,000 active. activation factor at 10 µM. AID 2805. muIAP, CDP-Star luminescence, 30 min; active compounds read high; 1 = vehicle-only enzyme signal, 0 = enzyme-free wells;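 active means activation factor of at least 2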; further: the source names both 10 and 20 µM as test concentration; values of inactives mirror those of a sister screen read the other way
#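 System: mouse IAP enzyme. Reagent: CDP-Star chemiluminescent phosphatase substrate. Benchmarks: DMSO wells, no-enzyme wells. Times: 30 min enzyme-substrate-compound incubation at room temperature. Detection: luminescence from enzymatic CDP-Star hydrolysis. Doses: test compounds delivered from DMSO solution.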
# A3G deaminase: blocks human APOBEC3G single-stranded DNA deamination; Q9HC16; recombinant A3G, ssDNA deamination FAM/TAMRA fluorescence; inhibition, % at 20 µM; 0.28% of 330,000 active; AID 493012;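 active means inhibition of at least 40% at 20 µM, with no more than 30% in the related APOBEC3A deaminase screen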;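 further: plate controls were DMSO wells with A3G for no effect and wells lacking A3G enzyme for full effect; some compounds called inactive have numbers as strong as hits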
# Target sequence (Q9HC16 whole entry, looked up): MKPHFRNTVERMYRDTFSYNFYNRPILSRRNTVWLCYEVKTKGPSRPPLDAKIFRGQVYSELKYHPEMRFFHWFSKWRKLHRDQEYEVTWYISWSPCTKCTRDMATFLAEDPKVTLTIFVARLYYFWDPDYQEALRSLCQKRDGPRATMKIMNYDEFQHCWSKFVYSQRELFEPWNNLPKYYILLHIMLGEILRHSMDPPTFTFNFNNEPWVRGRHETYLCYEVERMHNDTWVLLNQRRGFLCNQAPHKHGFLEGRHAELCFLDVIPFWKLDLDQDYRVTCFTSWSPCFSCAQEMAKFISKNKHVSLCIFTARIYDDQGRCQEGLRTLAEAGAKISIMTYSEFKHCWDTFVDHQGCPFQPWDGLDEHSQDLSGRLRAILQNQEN
# hIAP activ: human IAP activation. P09923. purified human IAP, CDP-Star luminescence, 30 min; active compounds read high; 1 = vehicle-only enzyme, 0 = enzyme-free background. activation factor at 10 µM. 0.16% of 330,000 active. AID 2524;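 active means activation factor of the enzyme at least 2-fold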; further: the source names both 10 and 20 µM as test concentration; values of inactives mirror those of a sister screen read the other way
# The depositor's hits bear a star; · = no result given. A portion of the library (hit frequency here may not be typical).
SMILES,NLRP3 yeast inh,mIAP inh,APOBEC3A inh,hIAP inh,SENP1 inh,beta cell repl,mIAP act,A3G deaminase,hIAP activ
CC1(C)CC(CCN(Cc2ccccc2)C(=O)c2ccco2)(c2ccccc2)CCO1 (stereo not given),0,3,6,-2,-2,-5,0.97,-3,1
CC(NC(=O)C(=O)N1CCCCC1)C(c1cccs1)N1CCN(C)CC1 (stereo not given),0,-2,-1,-6,1,-2,1,-1,1.1
COc1ccc(-c2csc3ncnc(N4CCN(c5ccccc5[N+](=O)[O-])CC4)c23)cc1,7,10,-4,30,-1,-4,0.9,-9,0.7
Cc1nnc(Nc2ccc3c(c2)ncn3C)c2ccccc12,-5,-9,0,8,0,-3,1.1,-3,0.92
Cc1ccc(C(C)C)c(OCC(=O)NNC(=O)Nc2ccccc2)c1,-8,-10,1,-6,1,-6,1.1,7,1.1
CC(C)(C)NC(=O)NC(=O)CSc1nnc(COc2ccccc2Cl)o1,8,0,5,-6,-1,-4,1,2,1.1
O=C(CSc1nnc(CNC(=O)c2ccccc2F)o1)c1ccc(Cl)cc1,7,8,2,-6,3,-2,0.92,6,1.1
CCN1CCN(c2ncnc3c2cnn3-c2ccc(C)cc2C)CC1,19,9,4,17,-6,-1,0.91,9,0.83
Cc1ccc(-n2c(-c3cnccn3)n[nH]c2=S)c(Br)c1,11,-12,-2,-5,0,0,1.1,6,1.1
Cn1c(NC(=O)C2CCCO2)cc(=O)n(C)c1=O (stereo not given),20,0,-2,14,1,1,1,-5,0.86
O=C(c1ccc(F)cc1)c1c[nH]c(C(=O)NCCCN2CCOCC2)c1,-1,-3,-2,19,0,0,1,-7,0.81
O=C(OCC(=O)c1c[nH]c2ccccc12)c1ccc([N+](=O)[O-])s1,84*,-1,3,5,-5,-5,1,6,0.95
Cc1cccc(NC(=O)CNC(=O)CSc2nc(N)cc(N)n2)c1C,-7,6,-2,-13,0,-3,0.94,-9,1.1
N#C/C(=C/Nc1ccccc1)c1ccsc1,19,8,0,11,-2,-3,0.92,-5,0.89
CS(=O)(=O)c1nncn1-c1ccccc1,-11,-2,-5,-25,-1,0,1,-3,1.2
Cc1ccccc1C(=O)Nc1ccccc1C(=O)NCC(C)C,-12,-6,0,-2,1,0,1.1,-3,1
O=C(NCCNC1CCC(c2ccccc2)CC1)c1ccc(F)cc1 (stereo not given),11,-7,-2,0,1,-4,1.1,-9,1
Cc1nn(C(C)C(=O)NCCCc2ccccc2)c(=O)c2nn(-c3ccccc3)c(C)c12 (stereo not given),-3,5,-6,-4,2,-1,0.95,-4,1
COc1cc(NC(=S)N2CCC(C(O)(c3ccccc3)c3ccccc3)CC2)cc(OC)c1,7,-13,1,-32,1,-2,1.1,-9,1.3
COc1ccccc1C(=O)Nc1ccnn1C1CCN(CCCC2CCCC2)CC1,15,-5,3,8,-3,-7,1,1,0.92
CC(C)Nc1nc(Oc2ccc(Cl)cc2Cl)cc(C(F)(F)F)n1,9,7,-1,8,2,-5,0.93,-6,0.92
COC(=O)CCCCC1SCC2NC(=O)NC21O (stereo not given),26,16,0,2,1,-2,0.83,0,0.98
CCN(C(=O)c1cccs1)C1CCS(=O)(=O)C1 (stereo not given),8,0,2,-2,0,4,1,-3,1
COc1ccc(NCc2nnc(SCc3ccccc3)n2-c2ccc(OC)cc2)cc1,6,0,-5,-3,1,-2,1,-5,1
COC(=O)c1cc2sc(Cl)cc2n1CC(=O)NCC1CCCO1 (stereo not given),-10,-10,0,11,0,-3,1.1,-3,0.89

# More structures follow.
SMILES,NLRP3 yeast inh,mIAP inh,APOBEC3A inh,hIAP inh,SENP1 inh,beta cell repl,mIAP act,A3G deaminase,hIAP activ
CCOc1ccccc1N(CC(=O)NC1CCCCC1)C(=O)CNC(=O)c1ccco1,9,-3,-4,-6,0,-2,1,-13,1.1
NC(Cc1ccccc1)C(=O)N1CCCCC1 (stereo not given),2,-4,-1,-10,-1,0,1,-6,1.1
COc1ccc(NC(=O)C2CCN(c3nc(C)cc(C)n3)CC2)cc1,-2,-13,3,-2,1,-2,1.1,0,1
CCCCNC(=S)Nc1cc([N+](=O)[O-])ccc1C,16,13,-4,-7,0,0,0.87,-1,1.1
NC(=O)C(c1ccc(Cl)cc1)c1ncc(C(F)(F)F)cc1Cl (stereo not given),24,12,0,15,2,3,0.88,0,0.85
CC(C)(C)OC(=O)N[C@H](C(=O)OC(C)(C)C)c1ccc(C(F)(F)F)cc1,-5,-1,0,9,2,-1,1,-5,0.91
NS(=O)(=O)c1ccc(NC(=O)c2cccc(N3C(=O)c4ccccc4C3=O)c2)cc1,18,5,10,-19,0,0,0.95,-17,1.2
CCOc1ccccc1NC(=O)CN1C(=O)COc2ccc(S(=O)(=O)N3CCOCC3)cc21,6,-2,-8,-28,0,1,1,-11,1.3
COc1cc(/C=C2/NC(=O)NC2=O)cc(Br)c1OCc1ccc(C(=O)O)cc1,6,10,-3,-2,0,1,0.9,-6,1
O=[N+]([O-])c1cc(C(F)(F)F)ccc1N/N=C/c1cc2ccccc2nc1Cl,-1,13,1,-15,·,-3,0.87,-1,1.1
O=C(COC(=O)/C=C/c1cccc(F)c1)Nc1ccccc1-c1ccccc1,1,20,-1,-4,1,3,0.8,-3,1
COc1cc(CN2CCN(CC#Cc3ccccc3)CC2CCO)cc(OC)c1 (stereo not given),11,-7,2,-11,-5,-3,1.1,-3,1.1
Cc1ccc(C(NC(=O)NCCCN2CCOCC2)=C(Cl)Cl)cc1F,-10,-8,-2,-11,1,3,1.1,-6,1.1
O=C(COC(=O)CSc1ccccc1)NNC(=O)c1ccc([N+](=O)[O-])cc1,2,18,-3,-3,6,-4,0.82,-7,1
O=C(COC(=O)C1=COCCO1)Nc1cc(C(F)(F)F)ccc1Cl,24,-11,-1,0,1,-2,1.1,-6,1
COc1ccc(-c2cc(C(=O)N3CCN(c4ccccc4OC)CC3)no2)cc1,23,-1,-3,0,-1,-2,1,-8,1
COc1ccc(C(=O)NC2CC2)cc1OC1CCN(C/C=C/c2ccccc2)CC1,17,-8,2,-15,-1,-3,1.1,2,1.2
C=CCSc1nnc(NC(=O)c2nc(SCC)ncc2Cl)s1,10,-4,-5,-10,0,0,1,-4,1.1
Nc1nc(SCC(=O)NC2CCCCCC2)[nH]c(=O)c1-c1ccccc1,23,-15,-4,12,1,-3,1.2,0,0.88
CCOC(=O)c1c(CN2CCCCC2)n(C)c2cc(Br)c(OC)cc12,22,0,-5,2,-1,-3,1,-8,0.98
CC(NS(=O)(=O)c1ccc(CCC(=O)NCC2CCCO2)cc1)c1ccccc1 (stereo not given),15,-4,-1,14,1,-3,1,0,0.86
O=C(Nc1c[nH]c(=O)[nH]c1=O)c1cc([N+](=O)[O-])cc([N+](=O)[O-])c1,23,6,-6,-7,0,-5,0.94,-9,1.1
O=C(c1cc(COc2ccccc2)on1)N1CCCC(CN2CCOCC2)C1 (stereo not given),18,8,-5,-36,-2,0,0.92,-9,1.4
CC(C)=NNc1nc(-c2ccc([N+](=O)[O-])cc2)cs1,8,8,2,9,15,-4,0.93,-5,0.91
Cc1ccc[n+](CC(=O)c2ccc(Br)cc2)c1C,6,-1,-5,-7,-2,-2,1,6,1.1

# (continued)
SMILES,NLRP3 yeast inh,mIAP inh,APOBEC3A inh,hIAP inh,SENP1 inh,beta cell repl,mIAP act,A3G deaminase,hIAP activ
CCc1ccc2c(c1)C(=O)C(=O)N2CC(=O)Nc1ccc(NC(=O)c2ccccn2)cc1,14,11,4,-15,0,-6,0.89,-7,1.1
COc1ccc([C@H]2CC(=O)C=C(c3ccc(SC)cc3)C2)cc1,15,19,1,2,-9,-2,0.81,-2,0.98
COc1ccc(-c2cc(C(=O)N3CCN(c4ccccc4F)CC3)c3ccccc3n2)c(OC)c1,21,12,-1,-8,-1,-6,0.88,-5,1.1
COC(=O)C(NC(=O)CCc1c(C)nc2ncnn2c1C)C(C)C (stereo not given),0,6,-1,17,1,-3,0.94,0,0.83
CCCCC(NC(=O)Cc1c(C)c2cc3c4c(oc3cc2oc1=O)CCCC4)C(=O)O (stereo not given),-4,-3,-3,-8,-42,-2,1,-2,1.1
O=C(N/N=C/c1cc2ccccc2nc1Cl)c1ccncc1,6,0,1,-1,0,-1,1,12,1
Cc1cn(C2OC(COC(=O)c3ccccc3)C(OC(=O)c3ccccc3)C2OC(=O)c2ccccc2)c(=O)[nH]c1=O (stereo not given),-14,8,-5,-9,3,-4,0.92,-5,1.1
Cc1cc(=O)oc2cc(Oc3ncccc3[N+](=O)[O-])ccc12,18,-3,-1,-4,-1,-4,1,0,1
COc1ccccc1NS(=O)(=O)c1cccc(C(=O)N/N=C/c2c(CO)cnc(C)c2O)c1,17,9,-4,-67,-20,-3,0.91,-4,1.7
O=C1Nc2ccccc2N(O)N1c1ccc(S(=O)(=O)N2CCCCCC2)cc1,-8,2,2,-8,2,-4,0.98,-4,1.1
O=C(CCNS(=O)(=O)c1ccc(Br)s1)Nc1ccc(Cl)cc1,10,-20,-2,-5,3,-1,1.2,2,1.1
CCOc1ccccc1C(=O)N1CCN(C(c2ccccc2)c2ccccc2)CC1,-9,-7,3,7,0,-4,1.1,-3,0.93
CNS(=O)(=O)c1cccc(C(=O)OCC(=O)N2CCCC2)c1,16,0,3,-4,0,0,1,5,1
CCc1nc2cc(C)nn2c2nc3ccccc3n12,-2,2,-3,-15,-2,-3,0.97,7,1.2
Cc1onc(-c2c(F)cccc2Cl)c1C(=O)Nc1nnc(-c2ccccc2)s1,9,13,1,-6,0,-1,0.87,0,1.1
Cc1ccc(NC(=O)C2C3CCCC2C3c2ccccc2)cc1 (stereo not given),4,-3,-4,1,2,0,1,-6,0.99
COCCN=C1N[C@@H](c2ccccc2)C(C(=O)OC)=C(C)N1Cc1ccccc1,-3,0,33,2,-23,-4,0.99,8,0.98
O=C(CCc1nc2ccccc2c(=O)[nH]1)NCc1ccccn1,6,-10,5,3,0,-1,1.1,-2,0.97
CN(C)C(=O)C(NC(=O)c1ccccc1)=C(Cl)Cl,24,-10,4,-10,1,1,1.1,-3,1.1
O=C(Nc1nc2ccc(S(=O)(=O)N3CCCC3)cc2s1)C1CCCCC1,11,-5,-2,9,-2,-6,1.1,-5,0.91
COc1ccc2nc3ccccc3nc2c1N,10,13,-2,30,5,-3,0.87,8,0.7
CCCn1c(=S)[nH]c2ccccc2c1=O,33,6,3,-2,-1,1,0.94,-3,1
CCOC(=O)N1CCN(C(=O)CN(C)S(=O)(=O)c2ccc(Cl)cc2)CC1,19,-6,-1,-15,0,-1,1.1,-8,1.1
